# PfHsp40 yeast: compounds rescuing yeast from Plasmodium falciparum HSP40 toxicity; hit rate 0.68% among 340,000; S. cerevisiae expressing PfHsp40, growth rescue, ATP luminescence; growth rescue, % at 12.5 µM; in the data active means growth rescue above about 28%, passing the limit was not always enough;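 further: yeast W303a lacking pdr1 and pdr3 grown in galactose medium; growth measured after three days at 30 °C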
# SARS 3CLpro inh: SARS-CoV 3CLpro protease inhibition; recombinant SARS-CoV 3CLpro, quenched FRET peptide cleavage; hit rate 0.14% among 290,000; inhibition, % at 6 µM; P0C6X7; in the data active means inhibition above about 12%
# Y pestis TopoI: Y. pestis Topo-I inhibition via cleavage products; hit rate 0.064% among 360,000; activity, % at 10 µM; Y. pestis Topo-I cleavage product accumulation, plate reader; in the data active means activity above about 50%, passing the limit was not always enough; further: inactives centre near 2
# Rv3671c inh: inhibitors of M. tuberculosis serine protease Rv3671c | P9WHR9 | AID 2606 | inhibition, % at 5.96 µM | hit rate 0.048% among 320,000; in the data active means inhibition above about 38%;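 further: extracellular domain of Rv3671c used as enzyme; 0% = enzyme with DMSO and 100% = no enzyme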
# Vc quorum ag: quorum light induction in luxS cqsA deficient V. cholerae; V. cholerae BH1578 lux reporter, luminescence, 6 h; activation, % at 18.7 µM; hit rate 0.16% among 350,000; in the data active means activation mostly above about 9.7%, no sharp cut-off; further: not every result past the cut was called active; inactives centre near 0; reference of the scale not given here
# VHR inh abs: blocks human VHR1 dual specificity phosphatase. inhibition, % at 13.3 µM. AID 1654. recombinant VHR phosphatase, pNPP absorbance. hit rate 0.52% among 290,000; in the data active means inhibition above about 50%; further: some compounds called inactive have numbers as strong as hits
# Target sequence (P51452 whole entry, looked up): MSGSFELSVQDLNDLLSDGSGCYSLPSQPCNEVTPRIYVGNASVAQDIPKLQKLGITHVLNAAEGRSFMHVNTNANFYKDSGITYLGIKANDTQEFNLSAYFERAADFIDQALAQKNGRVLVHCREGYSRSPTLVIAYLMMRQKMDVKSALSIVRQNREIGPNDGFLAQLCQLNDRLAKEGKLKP
# Anthrax LF inh2: blocks Bacillus anthracis lethal factor protease; P15917; multiplex microsphere protease cleavage assay, LF; inhibition, % at 10 µM; hit rate 0.12% among 360,000; in the data active means inhibition above about 30%; further: plate controls were buffer without enzyme for full effect and enzyme alone for no effect
# PriA SSB inh: inhibitors of Klebsiella pneumoniae PriA binding to SSB C-terminal tail; inhibition, % at 33 µM; hit rate 0.6% among 430,000; AID 1272365; AlphaScreen SSBct-PriA binding, biotinylated peptide; in the data active means inhibition mostly above about 37%, no sharp cut-off; inactive means mostly below about 20%;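 further: plate controls were negative control peptide for no effect and reference peptide for full effect; strong numbers were not always called active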
# TcdB inh: TcdB glycohydrolase inhibition. P18177. TcdB glycohydrolase enzymatic assay, plate reader. inhibition, % at 9.99 µM. hit rate 0.24% among 350,000; in the data active means inhibition above about 10%
# MazF activator: MazEF (E. coli) toxin RNase activation | P0AE70 | FAM/BHQ RNA-DNA oligo cleavage fluorescence, 5 h | activation, % at 20 µM | hit rate 0.32% among 350,000; in the data active means activation above about 50%
# Target sequence (P0AE70 whole entry, looked up): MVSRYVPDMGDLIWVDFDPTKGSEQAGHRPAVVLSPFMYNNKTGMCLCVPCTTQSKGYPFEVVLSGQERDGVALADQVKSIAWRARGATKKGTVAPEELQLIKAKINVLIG
# Starred values were filed as active, the others as inactive; i = inactive; / = not tested or not shown. A portion of the library. The share of hits here may be higher or lower than overall.
# Order of results – PfHsp40 yeast	SARS 3CLpro inh	Y pestis TopoI	Rv3671c inh	Vc quorum ag	VHR inh abs	Anthrax LF inh2	PriA SSB inh	TcdB inh	MazF activator
C/C(=N\OC(=O)c1cccc(C(F)(F)F)c1)c1sc(-c2ccccc2)nc1C
  1.3	-1	-2	-3	i	-11	-2	/	/	-1
Cc1ccc(S(=O)(=O)NCC(=O)OCC(=O)NC(=O)NC2CCCC2)cc1
  -1.3	2	15	2	-0.3	4	-1	-18	-0.8	9
CC(C)(C)c1n[nH]c(=S)n(/N=C/c2cccs2)c1=O
  0.7	-10	0	4	-0.3	2	1	/	0.6	1
CC1Cc2cc(/C(O)=C3\C(=O)C(=O)N(Cc4ccncc4)C3c3ccccc3F)ccc2O1 (stereo unspecified)
  -1.0	8	0	-5	i	-5	1	/	-1.4	-1
Cc1ccc(N(Cc2cc3ccccc3[nH]c2=O)C(=O)c2ccco2)c(C)c1
  0.2	-1	26	5	-5.0	45	1	-16	/	-2
CCOc1ccc(C(=O)NC(=S)N(Cc2ccccc2)Cc2ccccc2)cc1
  0.9	3	-2	4	-0.2	28	-7	8	0.7	-5
Cc1ccc(N(CC(=O)Nc2cc(C)ccc2C)S(C)(=O)=O)cc1
  -1.0	2	6	5	i	-12	12	-14	-0.7	1
CC(=O)c1ccc(NC(=O)CC23CC4CC(C2)CC(n2nnc(C)n2)(C4)C3)cc1
  -0.2	-4	12	4	i	4	-8	-7	0.6	5
COc1cc(C(=O)NC(C(=O)Nc2cccc(C(C)=O)c2)C(C)C)cc(OC)c1OC (stereo unspecified)
  -0.7	5	10	1	i	22	2	-19	0.9	-36
COc1ccc(CCNC(=O)CN2C(=O)NC3(CCc4ccccc43)C2=O)cc1 (stereo unspecified)
  0.0	/	-6	-1	-0.9	/	-5	3	0.5	11
COc1cccc(CC(=O)N2CCC(n3nccc3NC(=O)C3CCOC3)CC2)c1 (stereo unspecified)
  0.6	-1	-3	3	i	45	-1	-13	0.9	3
COc1ccc(C(=O)N/C(=C\c2cn(C)c3ccccc23)C(=O)NCCCN2CCOCC2)cc1OC
  -0.3	6	3	-4	-0.3	2	-1	3	-0.2	13
N#Cc1ccccc1S(=O)(=O)N1CCN(C(=O)c2ccc(-n3cncn3)c([N+](=O)[O-])c2)CC1
  -0.4	/	-11	8	-1.7	/	/	-1	0.8	6
COC(=O)c1cc(NC(=O)CSc2nnc(N)s2)ccc1Cl
  0.1	-2	-5	3	0.8	17	6	-1	1.7	0
CCn1c(SCC(=O)Nc2cc(C)on2)nc2c(c1=O)SCC2
  0.2	1	5	4	3.6	10	1	-12	-0.7	2
COc1ccccc1CNS(=O)(=O)c1ccc(-n2cnnn2)c(OC)c1
  1.0	1	11	-5	i	17	-9	-12	-0.7	2
Cc1nc(N(C)C)ncc1C(=O)O
  0.6	-4	-4	8	4.5	-5	-1	-10	/	-3
Cc1nc2scc(-c3ccc(C(C)(C)C)cc3)c2c(=O)n1N
  0.1	7	-3	-2	-0.3	14	1	-2	2.0	-8
CN1CCN(S(=O)(=O)c2ccc(Sc3nnnn3-c3ccccc3)c([N+](=O)[O-])c2)CC1
  -0.8	4	11	-7	-0.1	4	-1	3	0.3	3
O=c1[nH]c(-c2ccncc2)nc2ccccc12
  -0.5	6	-3	2	-0.8	15	0	12	/	3
Cc1ccc(/C=C/S(=O)(=O)NCCC(=O)NCc2ccc(F)cc2)cc1
  0.6	/	13	-11	i	/	-2	10	-0.4	2
Cc1cccn2cc(-c3ccc(S(=O)(=O)N4CCCCC4)cc3)nc12
  0.1	-2	20	5	-1.2	22	1	-9	0.6	-3
CCN(CC)CC#CC(C)OCOCC#CCOC (stereo unspecified)
  12	-1	22	4	-5.0	19	2	-8	/	-4
CCC(C)NC(=O)Cn1cnc2sc(C)c(S(=O)(=O)N3CCCCC3)c2c1=O (stereo unspecified)
  -0.2	1	-5	-2	-0.3	15	2	6	-0.2	5
COc1ccc(CC(=O)NCc2ccccc2)cc1
  -0.9	-1	-6	0	i	18	4	-10	-0.4	5
CC(C)CN1CCN(Cc2ccc(F)cc2Cl)CC1CCO (stereo unspecified)
  0.7	4	-2	4	i	-23	6	-7	1.6	1
CC(=O)NCc1nc2ccccc2n1C(C)C
  0.3	1	-4	9	i	28	3	-6	2.2	14
Cc1cc(N2CCN(c3nc(-c4ccccc4)cs3)CC2)c2ccccc2n1
  2.5	4	33	-4	-0.1	23	1	-2	0.5	-10

# Gathered by group: the compounds so far containing four or more nitrogen atoms
# Order of results – PfHsp40 yeast	SARS 3CLpro inh	Y pestis TopoI	Rv3671c inh	Vc quorum ag	VHR inh abs	Anthrax LF inh2	PriA SSB inh	TcdB inh	MazF activator
CC(C)(C)c1n[nH]c(=S)n(/N=C/c2cccs2)c1=O
  0.7	-10	0	4	-0.3	2	1	/	0.6	1
CC(=O)c1ccc(NC(=O)CC23CC4CC(C2)CC(n2nnc(C)n2)(C4)C3)cc1
  -0.2	-4	12	4	i	4	-8	-7	0.6	5
COc1cccc(CC(=O)N2CCC(n3nccc3NC(=O)C3CCOC3)CC2)c1 (stereo unspecified)
  0.6	-1	-3	3	i	45	-1	-13	0.9	3
COc1ccc(C(=O)N/C(=C\c2cn(C)c3ccccc23)C(=O)NCCCN2CCOCC2)cc1OC
  -0.3	6	3	-4	-0.3	2	-1	3	-0.2	13
N#Cc1ccccc1S(=O)(=O)N1CCN(C(=O)c2ccc(-n3cncn3)c([N+](=O)[O-])c2)CC1
  -0.4	/	-11	8	-1.7	/	/	-1	0.8	6
COC(=O)c1cc(NC(=O)CSc2nnc(N)s2)ccc1Cl
  0.1	-2	-5	3	0.8	17	6	-1	1.7	0
CCn1c(SCC(=O)Nc2cc(C)on2)nc2c(c1=O)SCC2
  0.2	1	5	4	3.6	10	1	-12	-0.7	2
COc1ccccc1CNS(=O)(=O)c1ccc(-n2cnnn2)c(OC)c1
  1.0	1	11	-5	i	17	-9	-12	-0.7	2
CN1CCN(S(=O)(=O)c2ccc(Sc3nnnn3-c3ccccc3)c([N+](=O)[O-])c2)CC1
  -0.8	4	11	-7	-0.1	4	-1	3	0.3	3
CCC(C)NC(=O)Cn1cnc2sc(C)c(S(=O)(=O)N3CCCCC3)c2c1=O (stereo unspecified)
  -0.2	1	-5	-2	-0.3	15	2	6	-0.2	5
Cc1cc(N2CCN(c3nc(-c4ccccc4)cs3)CC2)c2ccccc2n1
  2.5	4	33	-4	-0.1	23	1	-2	0.5	-10
